Assay outcomes as filed in PubChem BioAssay.
BioA inh – blocks M. tuberculosis BioA enzyme activity; inhibition, % at 9.99 µM; purified M. tuberculosis BioA enzyme, plate reader; hit rate 0.096% among 360,000; in the data active = inhibition above about 40%; inconclusive = no clear call, values can overlap the other calls
UGM FP inh – Mtb UDP-galactopyranose mutase inhibition | P9WIQ1 | purified UGM, fluorescence polarization probe displacement | inhibition, % at 10 µM | hit rate 0.06% among 320,000; in the data active = inhibition above about 10%, passing the limit was not always enough; inconclusive = no clear call, values can overlap the other calls
Target sequence (P9WIQ1 whole entry, looked up): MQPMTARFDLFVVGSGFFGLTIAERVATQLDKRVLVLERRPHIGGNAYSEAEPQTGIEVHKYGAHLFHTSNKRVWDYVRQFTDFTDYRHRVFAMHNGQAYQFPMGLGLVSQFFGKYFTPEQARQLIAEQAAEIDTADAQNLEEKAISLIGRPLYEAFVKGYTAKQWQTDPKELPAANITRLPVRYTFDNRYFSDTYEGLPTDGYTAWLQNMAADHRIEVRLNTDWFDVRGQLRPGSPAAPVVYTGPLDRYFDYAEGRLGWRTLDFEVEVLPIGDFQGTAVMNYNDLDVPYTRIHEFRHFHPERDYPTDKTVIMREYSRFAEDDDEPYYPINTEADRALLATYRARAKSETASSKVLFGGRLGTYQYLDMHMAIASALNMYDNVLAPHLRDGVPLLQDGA
FadD28 FP inh – inhibitors of Mycobacterium tuberculosis FadD28 bisubstrate binding; inhibition, % at 12.5 µM; hit rate 0.22% among 360,000; FadD28 bisubstrate probe binding, fluorescence polarization; AID 588549; in the data active = inhibition above about 8.5%, passing the limit was not always enough; inconclusive = no clear call, values can overlap the other calls
DUSP3 inh – DUSP3 (human) phosphatase inhibition; recombinant VHR phosphatase, pNPP absorbance; P51452; inhibition, % at 13.3 µM; hit rate 0.52% among 290,000; in the data active = inhibition above about 50%; also: some compounds called inactive have numbers as strong as hits
Target sequence (P51452 whole entry, looked up): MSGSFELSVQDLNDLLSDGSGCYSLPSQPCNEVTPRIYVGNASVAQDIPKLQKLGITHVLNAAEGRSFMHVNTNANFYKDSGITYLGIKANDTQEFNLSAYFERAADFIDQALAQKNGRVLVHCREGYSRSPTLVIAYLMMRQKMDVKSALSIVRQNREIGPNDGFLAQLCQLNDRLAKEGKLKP
BoNT F protease – BoNT F light chain protease inhibition. Multiplex microsphere protease cleavage assay, flow cytometry. inhibition, % at 10 µM. hit rate 0.22% among 360,000; in the data active = inhibition above about 35%, passing the limit was not always enough; inconclusive = no clear call, values can overlap the other calls; also: plate controls were buffer without enzyme for full effect and enzyme alone for no effect
Rv3671c protease – Rv3671c (M. tuberculosis) protease inhibition; inhibition, % at 5.96 µM; P9WHR9; hit rate 0.048% among 320,000; AID 2606; in the data active = inhibition above about 38%;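 also: extracellular domain of Rv3671c used as enzyme; 0% = enzyme with DMSO and 100% = no enzyme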
FBA Mtb inh – Mtb fructose-bisphosphate aldolase inhibition | inhibition, % at 1 µM | hit rate 2.3% among 360,000 | AID 588726 | P9WQA3 | purified M. tuberculosis FBA, fluorescence read-out; in the data active = inhibition above about 27%;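 also: 0% = vehicle and 100% = reference inhibitor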
Target sequence (P9WQA3 whole entry, looked up): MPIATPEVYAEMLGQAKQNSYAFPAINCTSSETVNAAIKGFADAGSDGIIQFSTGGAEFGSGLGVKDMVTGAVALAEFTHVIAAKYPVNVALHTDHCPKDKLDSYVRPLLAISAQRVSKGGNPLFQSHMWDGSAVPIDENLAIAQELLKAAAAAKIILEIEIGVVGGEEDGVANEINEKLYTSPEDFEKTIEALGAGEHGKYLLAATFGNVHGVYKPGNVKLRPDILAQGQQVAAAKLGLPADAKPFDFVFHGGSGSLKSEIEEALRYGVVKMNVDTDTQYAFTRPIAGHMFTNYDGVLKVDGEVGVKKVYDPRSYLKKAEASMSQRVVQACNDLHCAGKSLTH
CCHF vOTU inh – blocks the CCHF virus ovarian tumor domain protease; inhibition, % at 11.5 µM; AID 651958; hit rate 0.55% among 370,000; CCHFV vOTU protease, Pep-AMC fluorescence; also: 0% = vehicle wells with enzyme and 100% = no enzyme wells
MazEF act – increases E. coli MazEF RNase cleavage of RNA | P0AE70 | FAM/BHQ RNA-DNA oligo cleavage fluorescence, 5 h | activation, % at 20 µM | hit rate 0.32% among 350,000; in the data active = activation above about 50%
Target sequence (P0AE70 whole entry, looked up): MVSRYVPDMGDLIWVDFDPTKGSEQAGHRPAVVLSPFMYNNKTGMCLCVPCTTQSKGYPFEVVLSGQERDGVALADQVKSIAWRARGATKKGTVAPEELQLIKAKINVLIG
GDH-TPI counter – counter-screen for M. tuberculosis FBA inhibitors: GDH-TPI coupled enzymes | hit rate 1.2% among 360,000 | inhibition, % at 4.8 µM | GDH-TPI coupled enzyme counterscreen, NADH absorbance;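 also: 0% = DMSO wells and 100% = wells lacking the enzyme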
Starred values were filed as active, the others as inactive; ? = inconclusive; . = no result given. Rule as the data show it, unless noted: active = inhibition above about 30%; inactive = the rest. No enrichment for hits; any-hit rate near 4.9%.

SMILES | BioA inh | UGM FP inh | FadD28 FP inh | DUSP3 inh | BoNT F protease | Rv3671c protease | FBA Mtb inh | CCHF vOTU inh | MazEF act | GDH-TPI counter
O=C(CC(C(=O)O)C1CCCO1)NCc1ccccc1 (stereo not drawn) | -1.1 | -0.8 | -3.7 | 7 | ? | 0 | 2 | 6 | 7 | -2
C=CC[C@@H](CC(=O)N[C@@H](CO)Cc1ccccc1)C(=O)N[C@@H](COC(=O)[C@@H](CC=C)Cc1ccc(F)cc1)Cc1c[nH]c2ccccc12 | 0.6 | 1.7 | -3.6 | . | -4 | -15 | -3 | 23 | -19 | 5
O=C(O)C1CN(c2nc(Cl)ccc2[N+](=O)[O-])C1 | . | 0.4 | -0.2 | 17 | -1 | 0 | -6 | 12 | 6 | -1
CCOC(=O)Cc1nnc(NC(=O)CSc2ccccc2)s1 | -2.5 | -1.8 | -3.4 | 27 | 9 | -7 | 6 | 2 | 8 | 11
O=C(NCCc1ccccn1)C1CCCN(S(=O)(=O)Cc2ccccc2)C1 (stereo not drawn) | 0.9 | -2.5 | -2.2 | 24 | -9 | 2 | -1 | 7 | -1 | 8
Cc1cc(C)n(-c2cc(C)c(C)cc2Br)n1 | -1.3 | 1.8 | 0.1 | 13 | -13 | -1 | 5 | -2 | -1 | -1
COc1ccc(-n2nc(C(=O)NCC(=O)Nc3cc(OC)ccc3OC)c3ccccc3c2=O)cc1 | 3.9 | 1.6 | 2.0 | -12 | -10 | 2 | -1 | 11 | 1 | 3
CCOc1ccc(NC(=O)c2cccc(OC(=S)N3CCOCC3)c2)cc1 | . | -0.2 | 1.3 | 11 | -3 | -2 | 0 | -2 | -21 | 6
CCOc1ccc(/C=N/n2cc(-c3ccccc3)[nH]c2=S)cc1 | -0.6 | 1.2 | 2.1 | 5 | -2 | 7 | 67* | 4 | 16 | 29
NC(=O)c1ccc(SCC(=O)OCC(=O)N2CCN(C(=O)c3ccco3)CC2)c([N+](=O)[O-])c1 | 2.1 | 0.1 | -1.9 | . | -3 | 4 | 2 | 9 | 1 | -6

Part of the list above, showing only DUSP3 inh, BoNT F protease and MazEF act:
molecule | DUSP3 inh | BoNT F protease | MazEF act
Cc1cc(C)n(-c2cc(C)c(C)cc2Br)n1 | 13 | -13 | -1
COc1ccc(-n2nc(C(=O)NCC(=O)Nc3cc(OC)ccc3OC)c3ccccc3c2=O)cc1 | -12 | -10 | 1
CCOc1ccc(NC(=O)c2cccc(OC(=S)N3CCOCC3)c2)cc1 | 11 | -3 | -21

New compounds follow
SMILES | BioA inh | UGM FP inh | FadD28 FP inh | DUSP3 inh | BoNT F protease | Rv3671c protease | FBA Mtb inh | CCHF vOTU inh | MazEF act | GDH-TPI counter
Cc1c(C(=O)O)sc2nc(CSc3ncc(C(F)(F)F)cc3Cl)[nH]c(=O)c12 | . | -0.3 | -3.4 | -15 | 4 | 3 | 3 | 1 | -8 | 8
O=C(NC1CCCCC1)c1cccnc1Sc1ccccc1Cl | 0.6 | 0.1 | -2.0 | -20 | -1 | -3 | -2 | 6 | 6 | 0
O=C(Nc1cccnc1)Nc1ccccn1 | 15 | 3.2 | -1.8 | 4 | -1 | 5 | -10 | -10 | 3 | 11
CCCCn1nnnc1C(c1cc2ccccc2o1)N1CCN(C/C=C/c2ccccc2)CC1 (stereo not drawn) | -1.0 | . | -3.0 | . | -3 | . | 2 | 13 | . | .
COc1ccc(C)cc1NC(=O)C1CCN(S(C)(=O)=O)CC1 | -0.8 | -1.3 | -1.2 | 6 | -21 | 7 | -2 | 2 | -4 | 10
COC(=O)c1cc(C(=O)Nc2cc(C)on2)cc([N+](=O)[O-])c1 | -0.9 | -0.5 | -0.1 | 18 | 4 | 13 | -3 | -13 | -6 | 14
O=Cc1cn(Cc2cccc(F)c2)c2ccccc12 | . | -3.4 | 0.1 | -8 | -4 | 4 | -3 | 2 | 1 | 6
COc1ccc2c(C)cc(SCC(=O)Nc3nsc(-c4ccc(C)cc4)n3)nc2c1 | 0.1 | 1.5 | 0.3 | 0 | 7 | -2 | 11 | 5 | 1 | -4
O=c1cc(-c2ccccc2)[nH]n1-c1ccccc1 | -1.0 | . | -2.1 | . | 2 | . | 3 | 25 | 5 | -3
COc1ccc(Nc2cc3n(c(=O)n2)CCc2cc(OC)c(OC)cc2-3)c(C)c1 | 2.4 | -0.7 | -8.5 | 6 | 6 | 0 | 2 | 1 | 18 | 33*

Two compounds picked at random from those above:
SMILES | BioA inh | UGM FP inh | FadD28 FP inh | DUSP3 inh | BoNT F protease | Rv3671c protease | FBA Mtb inh | CCHF vOTU inh | MazEF act | GDH-TPI counter
Cc1c(C(=O)O)sc2nc(CSc3ncc(C(F)(F)F)cc3Cl)[nH]c(=O)c12 | . | -0.3 | -3.4 | -15 | 4 | 3 | 3 | 1 | -8 | 8
O=Cc1cn(Cc2cccc(F)c2)c2ccccc12 | . | -3.4 | 0.1 | -8 | -4 | 4 | -3 | 2 | 1 | 6

Carrying on:
SMILES | BioA inh | UGM FP inh | FadD28 FP inh | DUSP3 inh | BoNT F protease | Rv3671c protease | FBA Mtb inh | CCHF vOTU inh | MazEF act | GDH-TPI counter
Cc1ccc(OCCC(=O)OC(C)C(=O)Nc2ccc(Cl)cn2)cc1 (stereo not drawn) | . | 1.7 | -2.9 | . | 2 | 6 | 3 | -2 | -12 | -6
CCc1ccc(CN(C)CC(O)COc2cccc3ccccc23)cc1 (stereo not drawn) | 1.5 | 1.9 | -3.3 | -3 | -10 | -1 | 0 | 24 | 2 | 6
Cc1cccnc1CN1CCN(C(=O)c2cc(COc3ccc4ncccc4c3)on2)CC1 | . | 1.6 | 2.1 | 31 | 0 | -1 | -1 | -8 | 6 | -2
CCc1cc(=O)oc2cc(C)cc(OC(C)C(=O)NCCCn3ccnc3)c12 (stereo not drawn) | 1.1 | -0.9 | -4.0 | 16 | 0 | -2 | 54* | -18 | 9 | -9
O=C(COC(=O)c1n[nH]c2ccccc12)Nc1cccc(S(=O)(=O)N2CCOCC2)c1 | . | . | -3.3 | 8 | -2 | . | 6 | 12 | 1 | 5
Cc1ccc(NC(=O)CSc2nnc(N)s2)cc1S(=O)(=O)N1CCOCC1 | 4.5 | -3.8 | -0.6 | . | -2 | 0 | 0 | -7 | -10 | 7
[O-][n+]1c(/C=C/c2ccccc2)ccc2ccccc21 | -0.8 | 2.1 | -1.3 | -12 | ? | . | 4 | 1 | 10 | 6
CCNc1oc(/C=C/c2ccc(OCC)cc2)nc1C#N | -0.1 | 0.3 | -0.5 | -2 | ? | -5 | 29* | -20 | 1 | 17
Cc1ccc(-c2nc(N(C)C3CCN(C)CC3)c3ccccc3n2)cc1 | 1.2 | 0.4 | -0.8 | 26 | -11 | -6 | -2 | 0 | 2 | 9
O=C(COC(=O)c1ccc(S(=O)(=O)N2CCCCCC2)cc1)NCc1ccc(F)cc1 | -1.7 | . | -0.7 | . | -1 | . | -2 | -11 | -9 | -8
CC(C)(C)OC(=O)CNC(=O)c1nc[nH]c1C(=O)N1CCN(c2ccccc2)CC1 | -0.1 | -1.3 | -0.7 | 5 | -2 | 0 | 3 | 3 | 5 | 0
O=C(Cn1nc(C(F)F)cc1C1CC1)NCCC1=CCCCC1 | 0.8 | -2.0 | -1.9 | 14 | -10 | -2 | 1 | -1 | -5 | 7
O=C(CSc1nc2ncc(Cl)cc2[nH]1)N(Cc1ccccc1)C1CCS(=O)(=O)C1 (stereo not drawn) | . | 0.4 | -3.0 | 29 | 4 | 9 | 5 | -5 | 5 | 7
CC1c2[nH]c3ccccc3c2C[C@H]2C(=O)N(CCO)CC(=O)N12 (stereo partly drawn) | 0.6 | 0.1 | . | 14 | -13 | -1 | 1 | 2 | -3 | 5
CCOC(=O)Cc1nn(C(C)C)c(=O)c2ccccc12 | -2.2 | -1.7 | 0.7 | 6 | -1 | 2 | 1 | -6 | -3 | 0
O=C(OCc1cn([C@H]2C[C@H](c3ccccc3)N(C(=O)c3cccs3)C[C@@H]2O)nn1)c1ccccc1 | -0.8 | . | -2.6 | . | -2 | . | 4 | 26 | 4 | -3
COC(=O)c1cn(NC(=O)c2cnccn2)c(=O)c2ccccc12 | 0.9 | 1.0 | -1.0 | 11 | 2 | -2 | 3 | -3 | 7 | 15
CCOC(=O)CC(=O)COc1nc2cc3c(nc2o1)CCCC3 | 8.0 | -2.5 | 1.1 | 5 | 6 | -2 | 19 | -16 | -2 | 13
CCOC(=O)c1cnc2cc(-c3ccc(Br)cc3)nn2c1C | 0.7 | 1.9 | -3.4 | 35 | 8 | -2 | -2 | 1 | 1 | 8
CC1(C(=O)NCCC#N)CCN1C(=O)Cc1ccc(-c2ccccc2)cc1 (stereo not drawn) | -0.8 | . | -3.0 | . | 0 | . | -1 | -5 | . | 10
COc1cccc(/C=N/NC(=O)c2cccc([N+](=O)[O-])c2)c1OS(=O)(=O)c1ccc(C)cc1 | 0.1 | -0.3 | -27 | 18 | -5 | -6 | -1 | 5 | 5 | 9
CCCCNC(=O)/C(=C/c1ccccc1)NC(C)=O | . | . | -0.8 | -6 | -14 | -3 | 0 | -16 | 7 | 5
O=c1[nH]c2cc3c(cc2cc1CN(Cc1cccnc1)C(=S)NCc1ccco1)OCCO3 | . | 4.3 | -8.4 | -11 | -2 | -3 | 22 | -19 | 5 | 6
NS(=O)(=O)c1ccc(CNS(=O)(=O)Cc2ccc(Cl)cc2)cc1 | 1.6 | 4.2 | -2.2 | 43 | ? | 3 | 1 | -7 | 5 | -6
CCc1ccc2nc(SCC(=O)N3CC(=O)Nc4ccccc43)c(C#N)cc2c1 | -0.9 | -1.2 | -4.5 | 22 | 12 | -12 | 4 | -1 | 83* | 2
O=C(NCc1ccc(Cl)cc1)C(=O)Nc1nccs1 | . | 2.8 | -2.4 | 22 | -5 | -4 | 8 | -5 | 13 | 0
Fc1cccc(Cl)c1CSc1nnc(CNc2ccccc2)o1 | . | -0.9 | 0.0 | 8 | -10 | -2 | 3 | 2 | -3 | -7
COC(=O)C1=C(c2ccc(S(C)(=O)=O)cc2)C[C@@H]2CC[C@H]1N2C(=O)NCCO | 2.4 | 0.0 | -4.0 | . | 6 | -12 | 2 | 6 | 1 | -12
COc1ccc(OC)c(NC(=O)c2cc3sccc3n2C)c1 | . | 2.7 | -0.8 | -13 | -19 | 1 | 1 | 3 | -2 | 4
CC(C)Sc1nsc2nc(=O)c(/C=C3\C=Nc4ccccc43)c(N)n12 | -0.5 | 0.8 | 19* | 30 | -5 | -51 | -2 | 2 | -9 | 15
CCOc1cccc(-c2c(C(=O)N/N=C/c3ccco3)nnn2-c2nonc2N)c1 | 1.5 | -1.0 | -3.2 | 14 | -3 | 0 | 5 | . | 8 | 29
NC(=S)NN=C1CCCC(C(F)(F)F)C1 (stereo not drawn) | . | . | -2.4 | . | -3 | . | -2 | 4 | 3 | 2
COc1ccc(NC(=O)CSC2=C(C#N)C(c3ccco3)C3=C(CCCC3=O)N2)c(OC)c1 (stereo not drawn) | 7.3 | 3.2 | -1.3 | -10 | -21 | 5 | -2 | 11 | 0 | 21
CCCCC1S/C(=N/N=C/c2cccs2)NC1=O (stereo not drawn) | . | 0.0 | -2.6 | -4 | -6 | -5 | 1 | 2 | 2 | 24
COC(=O)c1ccc(CNC(=O)CNC(=O)c2sc3ccccc3c2Cl)cc1 | -0.9 | . | -1.8 | . | 10 | -5 | 6 | 9 | -34 | 12
Cc1csc(N(C(=O)c2cccc(S(=O)(=O)N3CCCC3)c2)c2ccccc2)n1 | . | 1.1 | -4.2 | 4 | -1 | -4 | -2 | 2 | 3 | -7
Cc1ccc(NC(=O)CCNS(=O)(=O)c2ccc3c(c2)oc(=O)n3C)cc1C | . | -3.1 | 0.1 | 0 | 2 | -9 | 2 | 2 | -6 | 7
COc1ccc(C(=O)COc2ccccc2C(N)=O)cc1 | -0.8 | 0.1 | -1.8 | 5 | -10 | 4 | 2 | -5 | 1 | 12
Cc1ccc(S(=O)(=O)CC(=O)NC(C)c2ccccc2)cc1 (stereo not drawn) | 0.3 | 2.0 | -15 | 30 | -4 | 4 | -2 | 1 | 3 | -7
C[C@H](NC(=O)c1ccco1)C(=O)NNC(=O)COc1cccc(C(F)(F)F)c1 | 1.0 | -7.0 | 0.8 | . | -4 | 4 | 4 | -3 | -11 | -2
